Screening data deposited in PubChem BioAssay by SRMLSC.
Ecoli WT growth – blocks growth of wild type E. coli BW25113. E. coli BW25113 growth inhibition, OD600. inhibition, % at 10 µM. hit rate 0.05% among 20,000. AID 552; in the data active means inhibition above about 40%;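 further: bacteria exposed to compound for 20 hours at 37 °C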
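assay system = bacterial strain in a whole-cell growth screen | quantity = inoculum from a 1:1000 dilution of a 1.5 h subculture | buffer or medium = LB broth with 50 µg/mL kanamycin | compound dosing = one dose, 10 µM final | schedule = compound exposure of 20 h at 37 °C | technique = absorbance at 615 nm as a measure of bacterial growth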
An asterisk follows results filed as active.

SMILES | Ecoli WT growth
Cc1ccc(-c2csc3nnc(SCC(=O)Nc4nsc(-c5ccccc5)n4)n23)cc1 | -7
CCOC(=O)C1=C(C)Nc2nnnn2C1c1c[nH]c2ccccc12 (stereo not drawn) | -2
COc1ccc(-c2nc(C#N)c(NCCCN(C)C)o2)cc1OC | -1
COc1ccc(CCN2CC(C(=O)O)CC2=O)cc1 (stereo not drawn) | -16
CC1(C)CC(=O)c2sc(NC(=O)CN3CCOCC3)nc2C1 | -21
Cc1ccc(C)c(/C(O)=C2\C(=O)C(=O)N(CCCN3CCOCC3)C2c2cccnc2)c1 (stereo not drawn) | -1
CCCCC[C@H](O)/C=C/C1=C(CCCCCCC(=O)O)C(=O)CC1 | 5
C=CCn1c(SCc2ccc(Cl)cc2)nc2c1c(=O)[nH]c(=O)n2C | -14
CCOC(=O)c1nnn(-c2nonc2NC(C)=O)c1C | -2
CCN1C(=O)CC(N2CCC(C(=O)N3CCOCC3)CC2)C1=O (stereo not drawn) | 4
Nc1nc(C2C(=O)CCCC2=O)cs1 | -5
O=c1c2[nH]c3ccc(Cl)cc3c2ncn1Cc1ccccn1 | 9
CC(=O)c1ccc(-c2nc3ccccc3n2C)o1 | -1
Cc1ccc(S(=O)(=O)N2CCCC2C(=O)NCc2ccco2)cc1 (stereo not drawn) | -20
O=C(Oc1cc2oc(=O)c3c(c2cc1Cl)CCCC3)c1ccco1 | -1

4 entries picked at random from those above:
SMILES | Ecoli WT growth
CCCCC[C@H](O)/C=C/C1=C(CCCCCCC(=O)O)C(=O)CC1 | 5
CCOC(=O)c1nnn(-c2nonc2NC(C)=O)c1C | -2
CC(=O)c1ccc(-c2nc3ccccc3n2C)o1 | -1
CCOC(=O)C1=C(C)Nc2nnnn2C1c1c[nH]c2ccccc12 (stereo not drawn) | -2

Next section
SMILES | Ecoli WT growth
CCOc1ccc(-n2c(=O)cc(N3CCN(c4ccccc4)CC3)[nH]c2=O)cc1 | -4
CCOC(=O)N1CCN(c2cc3[nH]c(=S)[nH]c3cc2F)CC1 | 10
O=C(O)C1C2C=CC(C2)C1C(=O)Nc1ccc2c(c1)OCCO2 (stereo not drawn) | -22
COC(=O)c1ccccc1NC(=O)c1nc2nc(C)cc(C(F)F)n2n1 | -17
COc1ccccc1CNc1n[nH]c(NCc2ccccc2OC)n1 | -9
O=C(c1ccco1)N1CCN(C(=O)c2cnn3c(C(F)(F)F)cc(-c4cccs4)nc23)CC1 | -25
COC(=O)c1[nH]c2ccc(C)cc2c1NC(=O)CN1CCCC(C)(C)C1 | 0
Cc1nnc(NC(=O)c2c(F)c(F)c(F)c(F)c2F)s1 | -13
CCn1c(SCC(=O)NCCc2ccc(Cl)cc2)nnc1-c1cccs1 | 6
O=C(OCC(=O)N1CCc2ccccc21)C1=COCCO1 | -3
Cn1cccc1C(=O)NC(=O)CSc1nnc(C2CC2)n1-c1ccccc1 | 0
Cc1ccc(CCNC(=O)C2CCN(S(=O)(=O)c3c(C)nn(C)c3C)CC2)cc1 | -3
COc1ccc(S(=O)(=O)N(C)CC(=O)Nc2c(F)cccc2F)cc1 | -7
Cn1c(=O)[nH]c(=O)c2c1nc(N(CCO)Cc1ccccc1)n2Cc1ccccc1Cl | -2
CCN(CC)CCN1C(=O)C(=O)/C(=C(/O)c2c(C)[nH]c(C(=O)OC)c2C)C1c1ccco1 (stereo not drawn) | 8

Rewritten tab-delimited: two of the compounds above
mol	Ecoli WT growth
CCOc1ccc(-n2c(=O)cc(N3CCN(c4ccccc4)CC3)[nH]c2=O)cc1	-4
CCOC(=O)N1CCN(c2cc3[nH]c(=S)[nH]c3cc2F)CC1	10

No new results follow: an excerpt of the list.
SMILES | Ecoli WT growth
CCOc1ccc(-n2c(=O)cc(N3CCN(c4ccccc4)CC3)[nH]c2=O)cc1 | -4
CCOC(=O)N1CCN(c2cc3[nH]c(=S)[nH]c3cc2F)CC1 | 10
O=C(O)C1C2C=CC(C2)C1C(=O)Nc1ccc2c(c1)OCCO2 (stereo not drawn) | -22

Next section.
SMILES | Ecoli WT growth
O=C(NC1CCCCC1NC(=O)c1cccs1)c1cccs1 (stereo not drawn) | -11
Oc1cccc(Nc2nc(NCC3CCCO3)c3ccccc3n2)c1 (stereo not drawn) | -6
O=C(COC(=O)c1cc(-c2ccco2)nc2ccccc12)NCc1ccc2c(c1)OCO2 | 6
N#CC1=C(N)N(c2ccc(Oc3ccccc3)cc2)C(=O)C1 | -3
CCSCc1nnc(SCC(=O)Nc2cccc(SC)c2)n1C | 5
Cc1nc(-c2ccccc2)nc2[nH]c(C(C)C)cc(=O)c12 | -15
Cc1cc2ccccc2c(=O)n1CC(=O)Nc1ccc2c(c1)OCO2 | 6
c1ccc(-c2nnc(Cn3c4ccccc4c4nc5ccccc5nc43)o2)cc1 | -5
COc1ccc(CNC(=O)C2CC(=O)N(c3ccc(OCC(=O)N4CCCCC4)cc3)C2)cc1 (stereo not drawn) | -23
CCc1ccc(OCCCC(=O)O)c(Br)c1 | -22
COc1ccc(NC(=O)C2CCCCN2S(=O)(=O)c2ccc(F)cc2)cc1 (stereo not drawn) | -3
Cc1cc(-c2ccccc2C(=O)NCc2ccccc2)on1 | -19
COCCN(CCOC)C(=O)c1sc2nc(-c3ccccc3)cn2c1C | -3
CCCC1c2ccc(C)n2CCN1C(=O)Nc1ccccc1Cl (stereo not drawn) | 23
Cc1cc(NC(=O)CSc2nc(C3CCCCC3)nc3ccccc23)no1 | -2
CC1(C)S[C@@H]2[C@H](NC(=O)[C@H](C(=O)O)c3ccsc3)C(=O)N2[C@H]1C(=O)O | -2
COc1cc2c(cc1NC(=O)CCCN1C(=O)CCC1=O)oc1ccccc12 | -14
Cc1ccc(-n2c3c(cc(C(=O)NC4CCSC4=O)c2=O)C(=O)CC(C)(C)C3)cc1 (stereo not drawn) | 2
CN(C)c1ccc(C2OC(=O)C3(CCCC3)C(=O)C2(C)C)cc1 (stereo not drawn) | -9
CS(=O)(=O)N1CCc2cc(C(=O)O)ccc21 | -17
O=C(Cn1cc(C(=O)COc2ccccc2)c2ccccc21)NCc1ccco1 | -4
COc1ccc(/C(O)=C2/C(=O)C(=O)N(CCN(C)C)C2c2ccc(C)cc2)cc1Cl (stereo not drawn) | -18
COc1ccccc1Oc1ccc(S(=O)(=O)N2CCCC2)cc1 | 1
CCOC(=O)c1cc2c(=O)n3cccc(C)c3nc2n(Cc2ccccc2Cl)c1=N | -20
CCOc1ccc(N2C(=O)CC(N3CCC(NC(=O)Nc4ccccc4)CC3)C2=O)cc1 (stereo not drawn) | -16
CCOC(=O)C1(C(=O)OCC)C(c2ccccc2)CC(O)N1C(C)=O (stereo not drawn) | -5
CC(C)NC(=O)Cn1cc(C#N)c2cc(Br)ccc21 | -22
O=C(NC(=O)c1ccccc1)NC1(C(F)(F)F)OCCO1 | -28
Cc1cnc(C(=O)OCC(=O)Nc2ccc(Oc3ccccc3)cc2)cn1 | 14
COCC(=O)N(Cc1ccccc1)c1ccccn1 | -1
O=C(CSc1nc2ccccc2[nH]1)N1CCN(c2ccc(F)cc2)CC1 | -25
O=C(O)CCn1c(C2CCCCC2)nc2ccccc21 | 13
CCN(CC)c1ccc(NC(=O)c2cc(OC)cc(OC)c2)c(C)c1 | -6
COc1ccc(S(=O)(=O)N2CCN(C(=O)CCC3CCCC3)CC2)cc1 | -19
CC(=O)OCCNc1cc(N2CCN(C)CC2)c2noc3c2c1C(=O)c1ccccc1-3 | 12
Nc1ccc(S(=O)(=O)Nc2ncccn2)cc1 | 5
C=CCOc1cccc(C2/C(=C(/O)c3ccc(C)cc3)C(=O)C(=O)N2CCN2CCOCC2)c1 (stereo not drawn) | -17
C=CCn1c(CCNC(=O)c2ccccc2F)nnc1SCC(=O)Nc1nc(C)cs1 | -17
COc1ccc(N2CCN(C(c3ccccc3)c3sc4nc(C)nn4c3O)CC2)cc1 (stereo not drawn) | 8
CCN(CC)C(=O)C1CCCN(Cc2ccc(F)c(F)c2)C1 (stereo not drawn) | 2
Cc1cc(C)n(-c2nnc(C)n2/N=C/c2ccccc2F)n1 | 6
CCOc1ccccc1N1CCN(C(=O)Nc2cccc(Cl)c2)CC1 | -2
C=CCN(CC=C)C(=O)c1ccncc1 | -1
O=C(Nc1cccc(NC(=O)c2ccco2)c1)c1ccc2c(c1)OCO2 | -7
CCC(Sc1nncn1C)C(=O)Nc1ccccc1OC (stereo not drawn) | -19
CCC1CCCCN1C(=O)Cn1c(C(=O)OC)cc2sc(Cl)cc21 (stereo not drawn) | 1
O=C(NCCCn1ccnc1)Nc1cccc(Cl)c1 | -17
COc1ccc(CC(=O)NCc2nnc(SCC(=O)N3CCN(c4ccccc4)CC3)n2C)cc1 | -17
CC(C)CN(C(=O)COC(=O)Cc1n[nH]c(=O)c2ccccc12)C1CCS(=O)(=O)C1 (stereo not drawn) | -3
O=C(NC12CC3CC(CC(C3)C1)C2)C1CCCN1C(=O)NC1CCCCC1 (stereo not drawn) | -6
CC1(C(=O)O)CCC(C(=O)Nc2ccccc2)C1(C)C (stereo not drawn) | -27
CCOC(=O)N1CCN(C2CC(=O)N(c3ccc(C)cc3)C2=O)CC1 (stereo not drawn) | -17
Cc1ccc(S(=O)(=O)N2CCN(C(=O)c3cccc(F)c3)CC2)cc1 | -8
Cn1nnnc1SCC(=O)N1c2ccccc2Sc2ccc(Cl)cc21 | -3
Nc1cc(N)nc(SCC(=O)Nc2ccc(Br)cc2Cl)n1 | -26
COCCSc1nnc(NC(=O)CSCc2ccccc2)s1 | -2
CCc1ccccc1NS(=O)(=O)c1cc(C)ccc1OC | -22
COc1cccc(-c2nnc(NC(=O)Cc3cccs3)s2)c1 | -6
COc1cc(C(=O)Nc2nc3ccc(S(=O)(=O)N4CCOCC4)cc3s2)cc(OC)c1OC | -17
O=C(c1ccco1)N1CCN(C(=O)c2cc(-c3ccccn3)nc3ccc(Cl)cc23)CC1 | 2
More results follow:
SMILES | Ecoli WT growth
COc1ccc(OC)c(-c2nc3c(C)n[nH]c(=O)c3[nH]2)c1 | -1
CN(C)c1ccc(CNn2cnnc2SCc2ccccc2F)cc1 | -17
Cc1ccc(C)n1-c1ccc(C(=O)N2CCOCC2)cc1 | -14
COc1ccc(N2CCN(CCCNC(=O)CC3Oc4ccc(C)cc4NC3=O)CC2)cc1 (stereo not drawn) | 5
Cc1nnc(NC(=O)C2(c3ccccc3)CCOCC2)s1 | 1
CCCOC(=O)Nc1cc(OC)c(Cl)cc1OC | -1
O=C(CCN1CCc2ccccc2C1)Nc1cccc(F)c1 | 3
CCOC(=O)c1ccc(NS(=O)(=O)CC)cc1 | 8
COC(=O)NC1(C(F)(F)F)NC(=O)N(C2CCCCC2)C1=O (stereo not drawn) | -17
Oc1c(C(c2ccccc2)N2CCc3ccccc3C2)sc2ncnn12 (stereo not drawn) | 10
O=C(Oc1cccc(N2C(=O)CCC2=O)c1)C1CC(=O)N(c2ccc(Br)cc2)C1 (stereo not drawn) | 4
O=C(CCS(=O)(=O)Cc1ccccc1)NCc1ccco1 | -11
COc1cccc(NC(=O)C2CC(=O)N=C(N)S2)c1 (stereo not drawn) | 2
COc1cccc(NC(=O)C2C3CC4OC(=O)C2C4C3)c1 (stereo not drawn) | -1
COC(=O)c1cc(NC(=O)CC2SCCNC2=O)cc(C(=O)OC)c1 (stereo not drawn) | -16

An excerpt from above in order of count of non-hydrogen atoms, largest number first.
SMILES | Ecoli WT growth
O=C(Oc1cccc(N2C(=O)CCC2=O)c1)C1CC(=O)N(c2ccc(Br)cc2)C1 (stereo not drawn) | 4
COC(=O)NC1(C(F)(F)F)NC(=O)N(C2CCCCC2)C1=O (stereo not drawn) | -17
COc1cccc(NC(=O)C2C3CC4OC(=O)C2C4C3)c1 (stereo not drawn) | -1
CCCOC(=O)Nc1cc(OC)c(Cl)cc1OC | -1

Going on with the list:
SMILES | Ecoli WT growth
Cc1cc(C(=O)COC(=O)c2n[nH]c3ccccc23)c(C)n1C | -2
O=c1c2c3c(sc2nc2sc(C4CC4)nn12)CCCC3 | 12
N#CC1=C(N)Oc2n[nH]c(-c3cccs3)c2C1c1ccco1 (stereo not drawn) | -12
CN1C(=O)CC(C(=O)Nc2ccc(F)cc2)SC1=Nc1ccc2c(c1)OCO2 (stereo not drawn) | 2
CN1[C@@H](CC(=O)c2ccccc2)CCC[C@H]1C[C@H](O)c1ccccc1 | -1
COc1ccc(OC)c(C2C(C(=O)Nc3ccc(F)cc3)=C(C)Nc3nc(CCCO)nn32)c1 (stereo not drawn) | 7
CCC(Sc1ncccc1C(=O)O)C(=O)N1CCCC1 (stereo not drawn) | 10
Cc1ccc2[nH]c3c(N4CCOCC4)ncnc3c2c1 | 12
CCOc1ccc(C(=O)Nc2ccc(N3CCN(C)CC3)cc2)cc1Br | -7
N#CC1=C(N)Oc2n[nH]c(-c3cccs3)c2C1c1cccs1 (stereo not drawn) | 7
CC(=O)c1ccc(OC(=O)C2CC(=O)N(c3cccc(C)c3)C2)cc1 (stereo not drawn) | -18
C1CCc2nnc(-c3nnc4n3CCCCC4)n2CC1 | 8
CCC1C(=O)N=C(SCC(=O)Nc2cccc3ccccc23)NC1=O (stereo not drawn) | 7
O=C(NCc1ccccn1)C1CCCN(S(=O)(=O)c2ccccc2)C1 (stereo not drawn) | -24
CC1=C(C#N)C(c2ccc3ncccc3c2)C(C#N)=C(C)N1 | 6

These rows are one share of the data; rates above refer to the full screens.
